Screens as filed in PubChem.
MLLE-PAM2 inh: blocks PAM2 peptide binding to the PABP1 MLLE domain; P11940; GST-MLLE / FITC-PAM2 fluorescence polarization; inhibition, % at 20 µM; actives 0.36% (n = 360,000); AID 588489; in the data active = inhibition above about 35%, passing the limit was not always enough;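 note: plate controls were DMSO wells with GST-MLLE for no effect and wells lacking GST-MLLE protein for full effect; some results filed as inactive read as strong as hits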
Target sequence (P11940 whole entry, looked up, the tested form may be a part): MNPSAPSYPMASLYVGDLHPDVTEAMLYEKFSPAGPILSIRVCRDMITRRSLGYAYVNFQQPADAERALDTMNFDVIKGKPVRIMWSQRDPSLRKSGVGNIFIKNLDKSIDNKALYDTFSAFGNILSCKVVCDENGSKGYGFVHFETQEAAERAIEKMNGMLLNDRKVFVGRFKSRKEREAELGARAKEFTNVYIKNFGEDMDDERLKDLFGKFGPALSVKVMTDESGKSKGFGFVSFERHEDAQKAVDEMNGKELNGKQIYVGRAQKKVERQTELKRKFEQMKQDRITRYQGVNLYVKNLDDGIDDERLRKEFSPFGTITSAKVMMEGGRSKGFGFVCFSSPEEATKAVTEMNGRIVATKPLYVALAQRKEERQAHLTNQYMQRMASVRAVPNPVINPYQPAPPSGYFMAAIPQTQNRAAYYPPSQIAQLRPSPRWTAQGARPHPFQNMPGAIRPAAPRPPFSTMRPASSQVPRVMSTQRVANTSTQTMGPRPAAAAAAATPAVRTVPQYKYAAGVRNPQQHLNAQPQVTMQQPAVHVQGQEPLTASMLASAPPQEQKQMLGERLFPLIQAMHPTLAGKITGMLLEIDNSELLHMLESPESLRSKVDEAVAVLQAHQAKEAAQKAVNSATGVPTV
MsrA inhibitor: inhibitors of bovine MsrA | purified bovine MsrA, absorbance read-out | inhibition, % at 15.5 µM | actives 0.75% (n = 360,000) | AID 651718; in the data active = inhibition above about 4.5%;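 note: 0% = vehicle wells with enzyme and 100% = reference inhibitor wells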
FAS-TE inh: blocks the thioesterase domain of human fatty acid synthase; P49327; recombinant FAS-TE, OMFH fluorogenic substrate, fluorescence endpoint; inhibition, % at 15 µM; actives 0.67% (n = 360,000);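 active = compounds whose normalised, plate-corrected inhibition of enzyme fluorescence in the single-dose primary screen is 50% or more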;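 note: 0% = DMSO with enzyme and 100% = substrate without enzyme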
bovine MsrA act: bovine methionine sulfoxide reductase A activation. purified bovine MsrA, absorbance read-out. activation, % at 10.6 µM. actives 0.3% (n = 360,000); in the data active = activation above about 7.5%;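 note: 0% = vehicle and 100% = reference activator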
CSN inh: CSN deneddylation inhibition. Purified CSN, SCF-Nedd8-OG deneddylation, fluorescence polarization. inhibition, % at 12.5 µM. actives 0.38% (n = 360,000). AID 651999;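 active = pattern-corrected inhibition above about 35%, with an unprinted fluorescence ratio check between 0.5 and 1.5, limit read from the data, passing the limit was not always enough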;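 note: 0% = enzyme with substrate and 100% = substrate without enzyme; some results filed as inactive read as strong as hits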
Target sequence (Q92905 whole entry, looked up, one chain of several): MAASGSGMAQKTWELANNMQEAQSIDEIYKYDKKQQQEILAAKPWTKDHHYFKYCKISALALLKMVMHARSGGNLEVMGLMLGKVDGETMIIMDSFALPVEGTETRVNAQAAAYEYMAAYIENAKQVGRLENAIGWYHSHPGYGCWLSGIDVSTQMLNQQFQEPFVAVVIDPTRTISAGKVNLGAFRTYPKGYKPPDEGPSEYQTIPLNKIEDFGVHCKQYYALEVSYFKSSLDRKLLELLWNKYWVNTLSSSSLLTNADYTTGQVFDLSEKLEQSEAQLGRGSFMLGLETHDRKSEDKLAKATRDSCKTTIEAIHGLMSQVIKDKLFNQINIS
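Assay system: Purified human Csn5 enzyme expressed in HEK293T cells | Amount: Enzyme 0.24 nM | Measured by: Fluorescence polarization readout | Medium: Tris/NaCl/DTT buffer, pH 7.5 | Compound dosing: One concentration, 12.5 µM, 0.25% DMSO | Times: 90 min incubation of compound, enzyme and substrate at room temperature | Control set: no-enzyme wells high, enzyme-with-substrate wells low | Read-out: % inhibition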
E coli Lon inh: inhibitors of E. coli Lon protease; P0A9M0; purified E. coli Lon protease, fluorescence polarization; inhibition, % at 7.94 µM; actives 0.42% (n = 360,000); in the data active = inhibition above about 13%, passing the limit was not always enough;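 note: 0% = enzyme with probe and DMSO and 100% = no enzyme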
Tb MetRS inh: Trypanosoma brucei MetRS inhibition; purified T. brucei MetRS, ATP depletion, Kinase-Glo luminescence; inhibition, % at 11.9 µM; actives 0.4% (n = 360,000); AID 624268;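 active = inhibition above a per-plate cutoff of the control wells' mean inhibition plus 3 SD, cut at about 5.5% in these data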;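 note: 0% = DMSO wells median and 100% = median of wells with control inhibitor compound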
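technique = Kinase-Glo luminescence, ATP depletion format | system = purified MetRS (methionyl-tRNA synthetase) enzyme from Trypanosoma brucei | timing = 15 min preincubation, 2 h reaction, all 25 °C | evaluation = percent inhibition versus plate control medians | dosing = single dose, 11.9 µM final nominal, 0.9% final DMSO | also added = substrates ATP, L-methionine and bulk Escherichia coli tRNA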
Neddylation inh: blocks human cullin neddylation; P61081+Q13564; TR-FRET cullin neddylation, biochemical; calls only at 25 µM; actives 0.58% (n = 360,000); AID 651699; in the data active = inhibition above about 36%
Rin1-Abl PPI inh: inhibitors of human Rin1-Abl protein interaction. P00519+Q13671. TR-FRET Rin1/Abl binding, biochemical. inhibition, % at 7.35 µM. actives 0.4% (n = 360,000). AID 588664; in the data active = inhibition above about 5%, passing the limit was not always enough
* = called active by the depositor; i = inactive; nt = no result given.

Every second line gives: MLLE-PAM2 inh, MsrA inhibitor, FAS-TE inh, bovine MsrA act, CSN inh, E coli Lon inh, Tb MetRS inh, Neddylation inh, Rin1-Abl PPI inh
> COc1ccccc1NC(=O)CCC(=O)N/N=C(/C)c1ccc(C)cc1
    9, -0.4, -11, -3, -1, 5, 0.0, i, -2
> COc1ccc(S(=O)(=O)N2CCOC2CNC(=O)C(=O)NCc2ccncc2)cc1C (stereo not drawn)
    -3, 0.1, -3, -3, 2, -11, -0.2, i, 2
> CN(C)S(=O)(=O)N1CCC(Oc2ccc(C(=O)N3CCCCCCC3)cc2)CC1
    -3, -0.2, -1, -2, -1, -10, -0.1, i, 5
> C=C(C)CSc1nncn1/N=C/c1ccc(OC)cc1
    -4, -0.7, -2, -15, 3, 0, -2.0, i, -3
> CCOC(=O)C1CCCN(C(=O)c2cccc(S(=O)(=O)N3CCOCC3)c2)C1 (stereo not drawn)
    15, -0.3, -3, -2, -3, 0, -0.9, i, 2
> Cn1nnnc1SCC(=O)N1N=C(c2ccc(Cl)cc2)CC1c1ccco1 (stereo not drawn)
    -4, -0.8, 21, 0, 3, 3, -0.3, i, 2
> Cc1ccc2c(c1)N(Cc1ccc([N+](=O)[O-])cc1)C=NS2(=O)=O
    2, -0.4, 6, 0, -2, -10, 0.2, i, -3
> Cc1ccc(S(=O)(=O)NNc2ccccc2)cc1
    26, nt, -5, -10, -1, 2, -1.9, i, -2
> CCCCN(C=O)c1c(CC)nc2ccc(C(=O)NCCc3c[nH]c4ccccc34)cn12
    -3, 0.3, 3, 0, 0, 0, -0.4, i, -4
> O=C(c1ncn(Cc2ccccc2)c1C(=O)N1CCc2ccccc2C1)N1CCc2ccccc2C1
    10, -0.1, 8, -13, -3, 12, -0.6, i, 2
> Cc1[nH]c2ccc(Br)cc2c(=O)c1CN1CCCCCC1
    -15, -0.4, -2, -5, 12, -6, 60*, i, 0
> O=C(CCNC(=O)c1ccc(Cl)cc1)NCc1ccccc1Cl
    -7, 0.1, 1, -3, -2, 2, 0.3, i, -1
> COC(=O)[C@H](C)N1C/C=C\COc2c(Cl)cc(Cl)cc2S1(=O)=O
    6, -0.3, 3, 2, -3, -8, -0.1, i, -3
> COC(=O)C1=C(C)N(C)C(=O)NC1c1ccc(O)c(OC)c1 (stereo not drawn)
    -5, 1.3, -6, 2, -3, -11, 0.0, i, 3
> Cc1cc(Oc2nnnn2-c2ccccc2)ccc1Cl
    -8, 0.2, 17, -1, 9, -20, -0.6, i, 0
> FC(c1nc2ccccc2[nH]1)C(F)(F)F (stereo not drawn)
    -4, 0.7, -1, -6, -4, -1, -0.7, i, -3
> CCOC(=O)Cc1cc(=O)n2[nH]c(C)c(C#N)c2n1
    -2, -1.8, -6, -2, 5, 7, -0.2, i, 4
> O=C1CCCN1CCCNS(=O)(=O)c1ccc(F)cc1F
    4, 0.7, -5, -3, -4, 3, 0.1, i, 2
> O=C(Cn1ccccc1=O)c1cccs1
    -5, -0.6, -7, -5, -5, 0, -0.5, i, 1
> O=C(CC1(O)C(=O)Nc2ccccc21)c1cccnc1 (stereo not drawn)
    -6, 0.7, -6, -6, 3, -9, -0.9, i, 4

Next part, overlapping the part above by 3 compounds.
Every second line gives: MLLE-PAM2 inh, MsrA inhibitor, FAS-TE inh, bovine MsrA act, CSN inh, E coli Lon inh, Tb MetRS inh, Neddylation inh, Rin1-Abl PPI inh
> O=C1CCCN1CCCNS(=O)(=O)c1ccc(F)cc1F
    4, 0.7, -5, -3, -4, 3, 0.1, i, 2
> O=C(Cn1ccccc1=O)c1cccs1
    -5, -0.6, -7, -5, -5, 0, -0.5, i, 1
> O=C(CC1(O)C(=O)Nc2ccccc21)c1cccnc1 (stereo not drawn)
    -6, 0.7, -6, -6, 3, -9, -0.9, i, 4
> O=C(Nn1cnnc1)c1cc([N+](=O)[O-])cc([N+](=O)[O-])c1
    4, -0.4, -6, 0, -3, 0, 0.1, i, -2
> N#Cc1cnc2nc1NCCCCCCC2
    -13, -1.0, -4, -2, -1, -6, -0.1, i, 0
> CN(C)CCOc1ccc(Cl)cc1C(C)(C)C
    12, 0.2, -2, -2, -7, 1, -0.1, i, 1
> CN1CCN(C(=O)CCC(=O)O)CC1
    7, 1.2, -6, -1, 4, 0, 0.3, i, 0
> CCc1c(N)nc(N)nc1Nc1ccccc1C
    -5, 0.0, -4, -3, 0, -14, -0.2, i, 3
> CCOC(=O)C1=NN(C(C)=O)C2(CC(=O)N(c3cc(C)cc(C)c3)C2=O)C1 (stereo not drawn)
    3, -0.3, -6, -3, 1, -20, 0.0, i, 4
> COc1ccc(S(=O)(=O)N(CCc2ccccc2)CC(=O)NC(C)C)cc1
    -124, 0.5, 0, 0, 2, 4, -0.2, i, -2
> CCN(CC(=O)Nc1c(F)cccc1F)C(=O)c1cc(C)oc1C
    1, -1.0, -4, -2, 1, -8, -0.3, i, -1
> CC(C)CC(=O)c1c[nH]c(C(=O)NCCCN2CCOCC2)c1
    -8, -1.8, -7, -2, -1, -4, -0.2, i, -2
> CNC(=S)N1N=C(c2ccc(OC)cc2)CC1c1ccccc1Cl (stereo not drawn)
    -30, 0.7, 36, -2, -3, -7, -0.1, i, 3
> CCOC(=O)C1(CCOC)CCN(C(C)CCc2ccc(OC)cc2)CC1 (stereo not drawn)
    9, -0.1, -13, -9, 1, 10, -1.4, i, 7
> O=C(O)c1ccccc1C(=O)N1CCN(c2ccccc2)CC1
    1, -0.1, -5, 0, 1, -6, -0.5, i, -1
> COc1ccc(CC2(CO)CCN(C(C)Cc3ccc(Cl)cc3)CC2)cc1 (stereo not drawn)
    13, -0.6, -3, 2, -3, 2, 0.0, i, 2
> COc1ccc(-c2cc(-c3ccccc3)nc(Cl)n2)cc1OC
    -11, -0.1, 13, -9, 2, -5, -1.2, nt, 6
> COCCC(=O)N1CCC(Oc2ccc(C(=O)N3C[C@@H]4CCC[C@H]3C4)cc2)CC1
    3, -0.6, -4, -10, 0, -5, -0.7, i, 4
> O=C(COC(=O)c1ccccc1Br)Nc1nnc(-c2ccccc2)o1
    -11, 3.2, -5, 0, -4, -9, -0.1, i, 1
> O=C(CS(=O)c1cccc(C(F)(F)F)c1)Nc1ccc(Cl)cc1Cl (stereo not drawn)
    -6, -0.3, 6, 5, 6, -3, -0.5, i, 1
> CC(=O)c1cccc(S(=O)(=O)N2CCCC(c3nc4c(nnn4Cc4ccc(C)cc4)c(=O)[nH]3)C2)c1 (stereo not drawn)
    7, 1.7, 12, -7, 0, 1, -0.9, i, -1
> CSc1nn2cc(CCN3CCOCC3)c(-c3ccc(F)cc3)nc2c1C#N
    3, -0.6, 2, -2, -2, 3, -0.3, nt, 0
> CCC(=O)Nc1ccc(C(=O)CSc2nc3ccc(C)cc3[nH]2)cc1
    -102, -0.2, -6, -13, 8, -1, -1.0, i, 5
> CCCn1ncc(C(=O)N(C)C2CCCN(Cc3ccccc3F)C2)c1C (stereo not drawn)
    -2, -0.1, -3, -3, -2, -5, -0.2, i, 2
> Nc1nnc(SCC(=O)OCc2ccc(Cl)c(Cl)c2)s1
    -5, 1.4, -6, -10, -15, -4, -0.5, i, 3
> COc1ccc(CN(C)C(=O)C2CCN(S(=O)(=O)c3cccs3)CC2)cc1F
    -39, 0.3, 4, -1, 1, 2, 0.0, i, 2
> CC(=O)Nn1c(COc2ccccc2C)nc2ccccc2c1=O
    9, -1.2, -5, 5, -4, -2, -0.8, i, -3
> CC1Cc2ccccc2N1C(=O)CCn1c(=O)sc2ccccc21 (stereo not drawn)
    16, 0.5, 14, 0, 0, -2, -0.3, i, -2
> Cc1ccccc1-c1nc(CN2CCC(C(=O)NCCCN3CC(C)CC(C)C3)CC2)c(C)o1 (stereo not drawn)
    -8, 0.4, -4, -2, -5, -1, -0.2, i, -1
> C/C(=C\c1ccccc1)C(=O)Nc1ccc(Cl)cn1
    2, -1.0, 13, 0, -1, 0, -0.5, i, -2
> CCC1CCCCN1CCN1C(=O)C2C(C(=O)Nc3cccc(OC)c3)C3C=CC2(O3)C1C(=O)NC1CCCCC1 (stereo not drawn)
    14, -1.0, -4, 0, 1, 7, -0.8, i, 7
> Cc1cc(C)n(CC(O)COc2ccccc2)n1 (stereo not drawn)
    3, 1.3, -4, 0, 2, -4, -0.9, i, -1
> COc1ccc(C(=O)COC(=O)COc2cccc3c2OC(C)(C)C3)c(OC)c1
    -47, 0.1, 13, -1, 2, 4, -0.4, i, 0
> CC(=O)Oc1ccccc1C1=NN(C(=O)/C=C/c2ccccc2)C(c2ccccc2)C1 (stereo not drawn)
    14, 0.7, 38, -9, -10, -8, -1.5, i, -1
> CCc1nc2ccc(C(=O)Nc3ccc4c(c3)OCC(=O)N4)cn2c1N(CC)Cc1cccc(Br)c1
    -9, 1.8, 12, 4, 2, -3, -0.2, i, 2
> CC1C(=O)N2CCCc3cc(NC(=O)C(=O)NCc4cccnc4)cc1c32 (stereo not drawn)
    2, -0.1, -6, -3, 2, -7, -0.2, i, 1
> Cc1ccc(S(=O)(=O)N2CCCC(C(=O)O)C2)s1 (stereo not drawn)
    9, 0.0, -5, -4, -9, 0, 0.2, i, -2
> Cc1ccc(C(=O)NNc2ncnc3c2cnn3C)cc1
    -1, -0.6, -5, -3, -4, -3, 0.5, i, 0
> CCCC12CN3CC(C)(CN(C1)C3c1ccc3c(c1)OCO3)C2=O (stereo not drawn)
    2, 0.6, -6, 1, -4, -2, -0.4, i, 4
> COc1ccccc1C1(O)CC2CCC(C1)N2S(=O)(=O)c1ccc(C(C)=O)cc1 (stereo not drawn)
    6, 0.4, 2, -3, 5, -3, -1.5, i, 0
> COc1ccc(N2CC(NS(=O)(=O)c3cccnc3)CC2=O)cc1OC (stereo not drawn)
    2, -1.8, -3, -1, -4, -7, -0.5, i, -2
> COc1ccc(CCNc2ccc(C(CC(N)=O)NC(=O)c3ccccc3)cc2[N+](=O)[O-])cc1 (stereo not drawn)
    -75, 0.6, -8, -2, 111, -11, 0.0, i, -1
> NC(=O)COc1cccc(/C=N/NC(=O)c2ccc(-n3cccc3)cc2)c1
    1, 1.0, -3, -4, 2, -2, -0.1, i, -2
> Nc1nc(N2CCN(C(=O)c3ccco3)CC2)nc2ccc(Br)cc12
    12, nt, 7, -3, 1, 0, 1.2, i, 8
> Oc1ccccc1-c1cc(-c2ccc(F)cc2)n[nH]1
    -12, 1.0, 7, -1, -1, -3, -0.1, i, 1
> Cc1cc(N2CCN(C(c3ccnc4ccccc34)c3nnnn3-c3c(C)cccc3C)CC2)c2ccccc2n1 (stereo not drawn)
    nt, 0.9, 40, -4, -1, -5, -0.3, i, nt
> Cn1c(CNC(=O)C(Cc2ccccc2)NC(=O)c2ccccc2F)cc(=O)n(C)c1=O (stereo not drawn)
    -47, -1.2, 3, -1, 1, -2, -0.5, i, -1
> NS(=O)(=O)c1ccc(CCNC(=O)CCc2ccccc2)cc1
    -11, -0.1, -3, -1, 1, 1, 0.6, i, 0
> O=C(Cc1ccccc1Cl)NCCCn1ccnc1
    -5, -1.0, -8, -9, -8, 0, -1.1, i, -5
> OC(CC(O)c1ccccc1)c1ccccc1 (stereo not drawn)
    6, 0.2, -4, -1, -1, -12, 1.1, i, 1
> COc1cccc(-c2nc(CS(=O)(=O)CC(=O)Nc3ccccc3C)c(C)o2)c1
    -6, -0.8, -2, -13, -3, -15, -0.2, i, -1
> O=C(N/N=C/c1cccc([N+](=O)[O-])c1)c1cc[n+](CCO)cc1
    -15, -0.3, -3, 0, 0, 1, -0.1, i, 3
